EWS-Fli inh = EWS/Fli transcriptional activity inhibition. inhibition, % at 12.6 µM. 0.67% of 350,000 active. A673 NR0B1-luciferase reporter, viability-normalised;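 active = mean inhibition of at least 50% after viability correction, with every replicate also passing that limit; inconclusive = mean reaches 50% but only one of two replicates passes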;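 note: firefly luciferase signal divided by Alamar Blue viability fluorescence both relative to DMSO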
RAD54 inh = blocks human RAD54 Holliday junction branch migration; inhibition, % at 10.4 µM; Q92698; FAM/BHQ fluorescence; 0.14% of 360,000 active;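 active = mean normalized replicate activity at least 40 and at least half of replicates scoring 40 or more; inconclusive = only one of the two criteria met; inactive = mean below 40 and under half of replicates reaching 40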;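 note: 0% = median of neutral control wells and 100% = median of positive control wells; inhibitors cause a drop in the FAM fluorescence signal; in these data hits start at about 50%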
FN deposit inh = fibronectin deposition inhibition. AH1F fibroblasts, Alexa488-fibronectin deposition fluorescence, overnight. inhibition, % at 12.6 µM. 0.086% of 350,000 active. AID 743247;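 active = mean inhibition across replicates of 30% or more, regardless of how many single replicates reach that level; inconclusive = mean under 30% yet at least half of replicates reach 30%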;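 note: positive control wells lacked labelled fibronectin entirely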
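Test system: AH1F fibroblast monolayer depositing Alexa488-labelled fibronectin into matrix. Input: 10000 cells per well. Technique: fluorescence, ex 485 nm, em 525 nm. Buffer or medium: DMEM plus 2% serum, read in PBS. Timing: 1 h cell adhesion before compound, then overnight fibronectin incubation. Compound: single dose, pinned. Read-out basis: inhibition from reduced deposited-fibronectin fluorescence.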
RAD52 inh = blocks human RAD52 DNA annealing; recombinant RAD52 DNA annealing, FRET fluorescence; inhibition, % at 18.7 µM; 0.46% of 360,000 active;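 active = every replicate showing at least 50% inhibition; inconclusive = mean inhibition at least 50% but not in every replicate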
Target sequence (P43351 whole entry, looked up): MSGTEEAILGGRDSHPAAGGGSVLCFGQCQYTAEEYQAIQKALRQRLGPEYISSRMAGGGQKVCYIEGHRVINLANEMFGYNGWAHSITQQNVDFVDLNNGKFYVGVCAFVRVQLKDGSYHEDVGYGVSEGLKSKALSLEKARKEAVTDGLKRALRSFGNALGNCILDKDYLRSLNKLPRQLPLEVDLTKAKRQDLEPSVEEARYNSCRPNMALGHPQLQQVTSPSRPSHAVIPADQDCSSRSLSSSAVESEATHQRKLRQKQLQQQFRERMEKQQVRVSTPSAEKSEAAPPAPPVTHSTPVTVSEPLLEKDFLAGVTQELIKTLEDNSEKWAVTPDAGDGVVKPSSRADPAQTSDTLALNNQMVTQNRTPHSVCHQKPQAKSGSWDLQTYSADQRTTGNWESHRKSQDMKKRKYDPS
esBAF inh = blocks esBAF chromatin remodeling in mouse ES cells; Bmi1-luciferase knock-in reporter, 24 h; 100% = twice the neutral-well signal; reporter increase, % at 12.5 µM; 2% of 350,000 active; in the data active = activation above about 40%; inconclusive = no clear call, values can overlap the other calls;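 note: 0% = median of the plate's neutral control wells and 100% = double that signal; a rise in the Bmi1 reporter signal indicates esBAF inhibition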
E-sel inducer = induces E-selectin expression in human endothelial cells; P16581; HUVEC E-selectin immunofluorescence imaging; normalized: neutral wells 0, TNF-alpha wells 100; AID 686992; activation, % at 7.58 µM; 0.37% of 260,000 active;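 active = mean E-selectin-positive cell signal at least 10% of the positive control, reached in at least 60% of replicates, without over 20% cell loss; inconclusive = no rule given, readout overlaps actives, possibly toxicity-flagged; inactive = the rest, including those meeting only one limit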;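 note: in these data hits start at about 27%; measured in HUVEC primary endothelial cells; signal is the percent of cells scored E-selectin positive by PE staining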
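System: HUVEC / Compound: single concentration / Signal: immunofluorescence imaging / Read-out: percent E-selectin-positive cells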
S100A4 inh HTS = blocks human S100A4 binding to myosin IIA peptide; 0.14% of 360,000 active; P26447; inhibition, % at 10.7 µM; S100A4/TAMRA-MyoIIA peptide fluorescence polarization;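 active = mean inhibition of at least 70% across replicates, with every replicate also reaching that level; inconclusive = mean inhibition reaches 70% but some replicates fall short; inactive = mean inhibition below 70%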
Target sequence (P26447 whole entry, looked up): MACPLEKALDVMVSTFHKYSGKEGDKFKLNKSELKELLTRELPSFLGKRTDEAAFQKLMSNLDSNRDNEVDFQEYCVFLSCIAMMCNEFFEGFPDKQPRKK
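assay system = human S100A4 monomer with TAMRA-labelled myosin IIA peptide | also added = labelled myosin peptide probe, 5 nM | incubation = 5 min between mix addition and reading | control set = DMSO and TFP controls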
Xi reactivation = reactivates the inactive X chromosome in mouse fibroblasts; 0.055% of 360,000 active; activation, % at 7.58 µM; XiGFP mouse fibroblasts, % GFP-positive cells imaging, 3 d; cells co-treated with 5-aza-dC sensitizer; scaled so ellipticine positive control = 100%;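 active = mean normalized replicate activation at least 10% and every replicate at or above 10%; inconclusive = only one of the two criteria met; inactive = mean below 10% and not all replicates reach 10%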;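 note: 0% = median of on-plate neutral control wells and 100% = ellipticine 6 µM median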
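Material: SV40-immortalized XiGFP fibroblast cells, line 68-5-11 | Buffer or medium: DMEM containing 5-aza-dC | Dosing: One concentration, pinned | Times: 3 d treatment, 15 min room-temperature fixation | Controls: Ellipticine 6 µM positive control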
The depositor's hits bear a star; i = inactive; ? = inconclusive; · = not tested or not shown; & = joins results of further samples.

mol	EWS-Fli inh	RAD54 inh	FN deposit inh	RAD52 inh	esBAF inh	E-sel inducer	S100A4 inh HTS	Xi reactivation
COc1ccc(C(=O)NCc2ccc(Cl)cc2)cc1S(=O)(=O)N1CCCC1	-2	-5	5	-12	-3	0.0	-5	0.4
COc1ccc(NC(=O)C[C@H]2C(=O)N(c3ccccc3)C[C@@H]2Cc2ccccc2)cc1	9	4	6	-10	-1	0.0	2	0.5
COc1cccc(C(=O)Nc2ccc(-n3nncc3C(C)(C)C)cc2)c1	-34	·	·	5	·	-1.8	-1	0.3
C[C@H](CO)N1C[C@H](C)[C@H](CN(C)Cc2ccc(Cl)c(Cl)c2)Oc2ccc(NS(=O)(=O)c3ccc(Cl)cc3)cc2C1=O	9	5	·	10	-1	-0.6	3	-0.3
COc1ccc2cc(S(=O)(=O)N3CCN(C)CC3)ccc2c1	·	8	11	-16	-3	·	7	·
O=C(Nc1ccc(N2CCOCC2)c(S(=O)(=O)Nc2ccccc2Cl)c1)c1ccccc1	7	-10	2	-22	3	·	0	0.1
Cc1noc(C)c1NC(=O)Nc1ccc2c(c1)C(=O)N([C@H](C)CO)C[C@@H](C)[C@H](CN(C)Cc1ccncc1)OCCCC[C@@H](C)O2	-3	-4	·	-1	3	-0.2	-4	0.0
COc1cccc(CN2CCNC(=O)C2CC(=O)NCCCn2ccnc2)c1 (stereo unspecified)	-11	-11	9	-13	·	4.1	9	0.0
CCn1nnnc1NCc1cccc(Cl)c1	0	-8	3	-20	-6	·	13	0.0
O=C(N/N=C/c1ccc(F)cc1)c1cccc(NC(=O)c2ccc(F)cc2)c1	-46	0	5	6	33	·	-1	0.0
C[C@@H]1CN([C@@H](C)CO)C(=O)c2cc(Br)cnc2O[C@H]1CN(C)C(=O)C1CCCCC1	-1&-3&6	-6&-5&-4	-7	-15&-8&-5	-5&6&-3	-0.1&-0.3	-12&0&9	0.2&1.9
CCOC(=O)N/N=C/c1cn(CCCOc2ccc(C)cc2)c2ccccc12	-9	-1	1	·	·	-0.3	·	0.2
COc1cccc(/C=N/NC(=O)CCCc2ccc(OC)c(C)c2)c1	·	-3	-2	·	·	-0.4	·	0.1
O=C(c1cccc(C(=O)N2CCN(c3ccc(F)cc3)CC2)c1)N1CCN(c2ccc(F)cc2)CC1	17	4	·	2	-2	·	-12	·
N#C[C@@H]1[C@H](c2ccc(C#Cc3ccc(F)cc3)cc2)[C@@H](CO)N1C(=O)C1CCC1	1	8	-5	-152	-59	-0.4	-3	0.0
CN=C1S/C(=C/c2cn(CC(=O)OC)c3ccccc23)C(=O)N1C	1	-5	-10	i	·	·	10	0.0
Cc1ccc(-n2c(CNc3ccc(C)c(Cl)c3)n[nH]c2=S)cc1	5	-7	-4	-12	-1	·	-1	0.6
O=C(O)c1cc(N2CCCCC2)ccn1	-5	·	-3	-4	·	0.6	0	1.3
CCCCN(C)CCNC(=O)Cn1c(=O)sc2ccccc21	-1	9	-2	-19	-2	·	-85	0.2
Cc1cc(C)c(NC(=O)CCn2nnc3ccccc32)c(C)c1	-1	·	-11	-19	·	·	4	0.4
O=C(O)/C(=C\c1ccc(Cl)c([N+](=O)[O-])c1)c1ccc(S(=O)(=O)N2CCCCC2)s1	4	·	-4	-20	·	·	1	-0.1
CCOc1ncccc1C(=O)OCC(=O)Nc1nnc(-c2ccccc2)o1	6	·	4	-31	·	·	-10	-0.1
CC1CC(=O)N(CC(=O)NCc2ccc(F)cc2)c2ccccc2S1(=O)=O (stereo unspecified)	-1	-1	-2	-14	-1	·	0	0.0
CO[C@@H]1CN(C)C(=O)c2cc(NC(=O)C3CCOCC3)ccc2OC[C@@H](C)N(C)C[C@@H]1C	0	-1	-3	4	-2	-0.2	-5	0.5
O=C(NCc1ccccn1)c1ccc(Cn2c(=S)[nH]c3ccccc3c2=O)cc1	·	-1	-7	·	1	·	·	0.1
CCNC(=O)COC(=O)CCNC(=O)c1ccc(Cl)cc1	1	2	3	-11	-6	1.0	7	-0.1
O=C(Cn1cc(COc2ccccc2C(F)(F)F)nn1)c1ccc(O)cc1	-8	2	-3	-8	-1	0.0	7	0.1
COc1ccccc1C(=O)N/C(=C\c1cn(S(=O)(=O)N(C)C)c2ccccc12)C(=O)N1CCN(C)CC1	8	4	2	15	-1	·	-8	0.3
CCOC(=O)C1CCCN(C2CC(=O)N(c3ccc(NC(C)=O)cc3)C2=O)C1 (stereo unspecified)	2	-6	-7	-5	-3	0.2	0	0.0
CC(=O)NS(=O)(=O)c1ccc(NC(=S)Nc2ccccc2)cc1	1	4	-2	-23	-1	0.2	-3	-0.2
COc1ccc(NS(=O)(=O)c2ccc(NC(=S)NC(=O)c3ccc(Br)cc3)cc2)nn1	5	-3	1	-31	·	1.6	1	-0.1
Cc1ccc(/C=C/C(=O)N2CCN(c3ccc(F)cc3)CC2)o1	5	-5	-5	-13	1	·	-8	0.0
COc1ccc(S(=O)(=O)Nc2cccc3c2O[C@H](CN(C)C(=O)Nc2ccc(F)cc2)[C@H](C)CN([C@H](C)CO)C3=O)cc1	8	4	·	-11	-2	0.0	-5	0.0
CSc1nc(SC(C)C(=O)O)c2c3c(sc2n1)COC(C)(C)C3 (stereo unspecified)	10	0	1	-18	-4	·	2	0.0
C[C@H](CO)N1C[C@H](C)[C@H](CN(C)Cc2ccc(Oc3ccccc3)cc2)OCc2cnnn2CCCC1=O	14	-3	15	3	4	0.0	-12	-0.2
O=C(CC1CC1)N1CC2(C1)[C@H](c1ccccc1)[C@H](CO)N2C(=O)c1cnccn1	0	·	·	10	·	0.2	-23	-0.1
CC(C)C(C(=O)Nc1ccncc1)c1ccc(Cl)cc1 (stereo unspecified)	·	4	20	-8	-7	-0.2	8	0.1
CCCC#Cc1ccc([C@H]2[C@@H](CO)N3C(=O)CN(C(=O)c4ccncc4)C[C@@H]23)cc1	-3	·	·	-14	·	0.5	-19	0.5
Cn1c(N)c(N=Cc2ccccc2)c(=O)n(C)c1=O	16	-3	-14	-44	-6	0.0	0	0.2
COc1cc(/C=C2/C(=O)NN(c3cccc(C)c3)C2=O)cc([N+](=O)[O-])c1O	10	·	2	-16	·	3.2	1	-0.7
O=C(C[C@H]1CC[C@H]2[C@@H](COC[C@@H](O)CN2Cc2cccc(C(F)(F)F)c2)O1)NCc1ccncc1	2	1	3	0	0	0.0	-2	0.0
CCN(CC)Cc1cc(C(C)=O)ccc1OCC(C)C	1	-3	·	-11	-6	·	0	·
CC(C)(C)c1ccc2cc(F)cc(F)c2n1	-3	8	-13	-1	-7	-0.2	-12	0.0
CC(C)c1ccc(-c2noc(C3CCCN(S(C)(=O)=O)C3)n2)cc1 (stereo unspecified)	-25	-5	·	-13	20	·	3	·
COc1cc([N+](=O)[O-])cc2cc(C(=O)N3CCCC3)c(=O)oc12	-3	·	9	-5	-1	0.6	-6	0.1
COc1ccc(NC(=S)NCCCN2CCCC2)cc1	6	-8	4	32	-2	0.1	-4	0.4
Cc1ccc(Cc2c(-c3ccc(Br)cc3)nc3cc(C)ccn23)cc1	-57	-7	10	-11	?	0.3	13	0.3
CN(C(=O)Cn1cnc([N+](=O)[O-])n1)C1CCCCC1	-3	-5	4	6	-2	·	1	0.0
Clc1ccc(C2Nc3ccccc3-n3cccc32)cc1 (stereo unspecified)	-22	-8	-9	-19	16	0.0	0	0.2
O=C(O)CN1C(=O)/C(=C/c2ccccc2Cl)Oc2ccccc21	8	-5	11	-11	1	0.8	-4	0.0
C[C@H]1CN([C@@H](C)CO)C(=O)Cc2cc(NC(=O)C3CC3)ccc2O[C@@H]1CN(C)Cc1ccc(C(F)(F)F)cc1	-1	-1	·	12	-6	0.1	0	0.0
O=C(COC(=O)CCC(=O)c1ccccc1)NNC(=O)c1ccc(Cl)cc1	4	-2	4	-15	2	-1.1	5	0.5
C[C@@H]1CCCCO[C@@H](CN(C)Cc2ccc(C(F)(F)F)cc2)[C@H](C)CN([C@H](C)CO)C(=O)c2cc(NS(=O)(=O)c3ccc(F)cc3)ccc2O1	5	-3	-6	-27	2	-0.1	11	0.6
Cc1cc(C(=O)Nc2ccc(OCc3ccccc3)cc2)c(C)o1	-58	2	4	-22	44*	0.1	-7	0.0
O=C(C[C@H]1CC[C@@H]2[C@H](COC[C@H](O)CN2C(=O)Nc2ccc3c(c2)OCO3)O1)N1CCN(c2ccccc2)CC1	·	3	4	-42	-14	0.0	123*	0.3
CCOC(=O)c1ccc(NC(=S)Nc2cc(C)cc(C)n2)cc1	5	·	2	-5	·	·	-51	0.0

(continued)
mol	EWS-Fli inh	RAD54 inh	FN deposit inh	RAD52 inh	esBAF inh	E-sel inducer	S100A4 inh HTS	Xi reactivation
C[C@@H]1CN([C@@H](C)CO)C(=O)c2cc(NS(=O)(=O)c3ccc(F)cc3)ccc2O[C@H]1CN(C)C(=O)NC1CCCCC1	-2	-3	1	0	4	?	-21	-0.1
C[C@H]1CN([C@@H](C)CO)C(=O)c2cc(NC(=O)C3CCCCC3)ccc2O[C@H]1CN(C)Cc1ccc(C(F)(F)F)cc1	8	4	·	-15	0	0.2	4	0.0
C=C(C)c1ccccc1NC(=O)CCN1C(=O)c2ccccc2S1(=O)=O	2	7	-5	4	-3	0.4	0	0.0
COc1ccccc1CN1[C@@H]2CNC[C@H]1C2c1ccc(-c2ccc(C#N)cc2)cc1 (stereo partly specified)	-3	·	1	43	·	-0.1	2	0.1
CC1=C/C(=C\C=C(C#N)C#N)N(C)c2ccccc21	-3	-20	-1	-47	·	·	36	0.1
CCOC(=O)[C@H]1[C@H]2COc3ccc(Br)cc3[C@@H]2N2C(=O)c3cc(F)c(F)cc3NC(=O)[C@@]12C	4	5	5	-2	-5	-0.5	-1	-0.2
COc1ccc(C)cc1NS(=O)(=O)c1ccc(NC(=O)CN(c2cc([N+](=O)[O-])ccc2C)S(C)(=O)=O)cc1	·	3	4	·	·	-0.1	·	0.1
CCc1c(C)c2c(C)nn(-c3ccccc3)c2[nH]c1=O	·	-8	6	·	-4	-0.8	·	·
Cc1ccc2c(c1)CCCN2S(=O)(=O)c1cccc(C(=O)Nc2ccccc2C(=O)O)c1	-27	-5	·	-4	-2	-0.9	2	-0.2
C[C@@H]1CCCCO[C@@H](CN(C)C(=O)CCC(F)(F)F)[C@@H](C)CN([C@H](C)CO)C(=O)c2cc(NC(=O)CCCCCC(=O)Nc3ccccc3N)ccc2O1	-2	0	·	·	1	-0.2	·	0.0

Not a hit list. About 3% of those tested had a hit in this group.
